# Bioassay records (PubChem BioAssay)
# CFTR F508del cor: F508del CFTR correction, initial screen, CFBE line, single point; CFBE cells, YFP halide quenching; stimulated with forskolin plus potentiator P3; % fluorescence drop versus neutral controls; activity (quench increase), % at 7.58 µM; hit rate 0.36% among 350,000; AID 720511, 2013;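 active = mean added fluorescence quench of at least 8% versus neutral control, with both replicates also reaching 8%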;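 also: cells transiently co-express mutant CFTR-F508del with the halide-sensitive YFP; corrector assay measuring rescue of mutant channel to the surface after 24 h compound exposure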
# FN deposit inh: inhibitors of fibronectin matrix deposition, primary screen, AH1F cells, Alexa488-fibronectin fluorescence, plate reader | AH1F fibroblasts, overnight | inhibition, % at 12.6 µM | hit rate 0.086% among 350,000 | AID 743247, 2014;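 active = mean inhibition across replicates of 30% or more, regardless of how many single replicates reach that level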;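 also: positive control wells lacked labelled fibronectin entirely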
#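 Material: AH1F fibroblasts assembling fluorescent fibronectin matrix; amount: 10000 AH1F cells/well; medium: DMEM, 2% serum; reagent: Alexa488-fibronectin, 24 nM final in well; dosing: single compound dose, delivered by pin transfer; incubation: 1 h adhesion, overnight exposure; detection: fluorescence after three HBSS washes, excitation 485 nm, emission 525 nm; measure: fibronectin deposition inhibition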
# INS-1E GSIS act: GLuc luminescence reporter in INS-1E cells, primary screen for activators of glucose-dependent secretion of insulin; activation, % at 16.6 µM; INS-1E GLuc reporter insulin secretion, 2-3 h; hit rate 0.61% among 370,000;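 active = lowest replicate activation of at least 40%, so every replicate reaches that level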;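 also: 0% = median of neutral control wells and 100% = median of IBMX positive control wells; some compounds called inactive have numbers as strong as hits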
# The depositor's hits bear a star; & = joins results of further samples. Some of the compounds tested; the hit share may differ from the screen's.
no.	canonical_smiles	CFTR F508del cor	FN deposit inh	INS-1E GSIS act
1	COc1ccccc1N1CCN(C(=O)Cn2cnc3c2c(=O)n(C)c(=O)n3C)CC1	0.8	4	-1
2	Cc1ccc(CNC(=O)CCC2CCCN(Cc3ccc4cccc(F)c4n3)C2)o1 (centres undefined)	-0.1	5	-3
3	CCOc1ccc(NC2=CC(=O)C(=O)c3ccccc32)cc1	0.0	12	3
4	O=C(Nc1cccc2ccccc12)c1ccco1	-2.0	-2	4
5	CCc1nnc(NS(=O)(=O)c2ccc(NC(=S)NC(=O)/C=C/c3ccc(F)cc3)cc2)s1	-1.9	-1	-5
6	COc1ccc(-c2cn(Cc3ccc(C(=O)c4ccccc4)cc3)nn2)cc1	0.9	8	-27
7	CCN1/C(=C/c2ccc3cc(C)ccc3[n+]2CC)Sc2ccccc21	-38	-58	-41
8	CC1(C)C(=O)Nc2ccccc2N1C(=O)COC(=O)c1cc([N+](=O)[O-])ccc1N	1.1	1	-1
9	COCC(C)N=C1NN=C(c2cc(C)n(Cc3ccccc3Cl)c2C)CS1 (centres undefined)	0.6	-3	6
10	Cc1[nH]c(C(=O)N/N=C/c2ccc(N(C)C)cc2)c(C)c1C(=O)N/N=C/c1ccc(N(C)C)cc1	-3.4	-16	7
11	CCCNC(=O)COC(=O)/C=C/c1ccc2c(c1)OCO2	3.1	-5	-5
12	O=C(Nc1ccc(N2CCOCC2)cc1)c1ccccc1SCC(=O)N1CCCC1	-2.6	-6	6
13	O=c1[nH]cc(S(=O)(=O)N2CCCc3ccccc32)c(=O)[nH]1	1.0	5	8
14	COC(=O)c1ccc(N2C(c3cc(OC)cc(OC)c3)=Cc3ccc(-c4cccnc4)cc3C2CC(=O)C2CC2)cc1 (centres undefined)	-0.2	8	3
15	COc1ccc(C(CNC(=O)c2cccc(S(=O)(=O)Nc3ccccc3OC)c2)N2CCCC2)cc1 (centres undefined)	0.1	7	-18
16	CCOC(=O)NC(O)C(=O)c1ccc(F)cc1 (centres undefined)	-1.2	16	14
17	COC(=O)c1cc2c(s1)-c1ccc(OC)cc1CC2	0.2	2	-4
18	CC(C)(C)n1nnnc1C(c1cc2ccccc2o1)N(CCC#N)Cc1ccccc1 (centres undefined)	-2.1	1	-10
19	Cc1cn(C2CC(O)C(O)C(CO)O2)c(=O)[nH]c1=O (centres undefined)	0.9	2	10
20	Cc1ccccc1NC(=S)N/N=C1\CC(C)(C)Oc2ccc(O)cc21	-1.0	6	-14

# In a second layout: 3 of the compounds above.
# Value order – CFTR F508del cor	FN deposit inh	INS-1E GSIS act
(8) CC1(C)C(=O)Nc2ccccc2N1C(=O)COC(=O)c1cc([N+](=O)[O-])ccc1N
  1.1	1	-1
(9) COCC(C)N=C1NN=C(c2cc(C)n(Cc3ccccc3Cl)c2C)CS1 (centres undefined)
  0.6	-3	6
(10) Cc1[nH]c(C(=O)N/N=C/c2ccc(N(C)C)cc2)c(C)c1C(=O)N/N=C/c1ccc(N(C)C)cc1
  -3.4	-16	7

# (more compounds)
no.	canonical_smiles	CFTR F508del cor	FN deposit inh	INS-1E GSIS act
21	COc1ccc(CNC(=O)Cn2cncn2)cc1OC	1.0	-6	3
22	O=C(NCC(F)(F)F)c1cc2c(c(-c3cccc(-c4ccccc4F)c3)n1)[C@@H](CCO)N(C(=O)CC1CC1)C2	-0.3	-6	-13
23	O=C1NC[C@H](CCCCN2C[C@H](Cc3ccccc3)N(CCc3ccccc3)C(=O)C2=O)N(CCc2ccc(O)cc2)C1=O	2.4	3	12
24	Cc1cc(CNC(=O)[C@H]2C[C@@H]2[C@H](NP(=O)(c2ccccc2)c2ccccc2)c2ccccc2)nn1C	2.4	9	-2
25	Nc1ccn([C@@H]2O[C@H](C(=O)N[C@H](Cc3ccccc3)C(=O)NCc3cccc4c3OCO4)[C@@H](O)[C@H]2O)c(=O)n1	2.9	-8	-2
26	CCn1cc(C(=O)OCC(=O)Nc2c(C)cccc2C)c(=O)c2ccc(C)nc21	-0.8	0	-12
27	COc1cccc(CN(C)C(=O)[C@H]2O[C@@H](n3cnc4c(=O)[nH]c(N)nc43)[C@H](O)[C@@H]2O)c1	0.8	-1	39
28	CC(c1ccco1)N(C(=O)c1ccccc1F)c1ccccn1 (centres undefined)	-1.2	-2	-4
29	CCN(c1ccccc1)S(=O)(=O)c1ccc(Cl)c(C(=O)OCC(=O)NC(=O)C(C)C)c1	1.3	2	-32
30	Cc1cccc(C)c1NC(=O)C(c1ccncc1)N1CCN(C)CC1 (centres undefined)	-1.6	10	20
31	COC(=O)CCN(C(=O)c1ccc([N+](=O)[O-])cc1)c1ccccn1	0.4	4	9
32	COc1ccc(-c2cc3nc4c(c(N5CCC6(CC5)OCCO6)n3n2)CCC4)cc1	0.8	10	11
33	NC(=O)CCC(=O)N1CCCC(C(=O)c2ccc3c4c(cccc24)CC3)C1 (centres undefined)	-1.9	-5	-4
34	O=C(Cc1cccnc1)N1CC2(C1)[C@H](c1ccccc1)[C@@H](CO)N2C(=O)C1CCC1	-2.2	-2	-11
35	O=C(C[C@@H]1C[C@H]2c3cc(NC(=O)NC4CCCCC4)ccc3O[C@H]2[C@@H](CO)O1)NC1CCCCC1	0.6	-12	14
36	O=C(O)C(Cc1c[nH]c2ccccc12)N1C(=O)c2ccccc2C1=O (centres undefined)	-1.5	-1	0
37	COc1ccccc1NS(=O)(=O)c1cccc(C(=O)N/N=C/c2c(C)nn(-c3ccccc3)c2N2CCCC2)c1	-2.7	1	73*
38	CN(C)c1ccc(C=NNc2ccccn2)c(Cl)c1	-4.0	-12	7
39	CC(C)=CCN1CCN(Cc2cn[nH]c2C2CCCCC2)CC1CCO (centres undefined)	0.4	8	1
40	Cc1cccc(Nc2c(-c3ccc(O)cc3)nc3ncccn23)c1	-0.1	-3	-5
41	O=C(C[C@@H]1C[C@@H]2c3cc(NC(=O)c4ccc5c(c4)OCO5)ccc3O[C@@H]2[C@@H](CO)O1)NCc1cccnc1	1.7	1	6
42	CCOC(=O)Cc1nn(CC)c(=O)c2ccccc12	-2.5	-6	14
43	Nc1n[nH]c(N)c1N=Nc1ccc(Cl)cc1Cl	3.0	-4	0
44	CN(C(=O)COC(=O)c1ccc2c(c1)OCO2)c1c(N)n(Cc2ccccc2)c(=O)[nH]c1=O	-0.1	2	10
45	Cc1c(CN2CCc3c([nH]c4ccccc34)C2CC(C)C)cnn1C (centres undefined)	-1.0	-5	28
46	Cc1nc(Nc2nc3ccccc3o2)nc(C)c1C	0.0	4	16
47	CCOC(=O)[C@]12CCC=C1N(Cc1ccco1)C(=O)[C@H](CC(=O)N1CCSCC1)C2	-2.7	-5	-22
48	COc1cc(C2CC(=O)Nc3c2c(=O)nc2c(C)cccn32)cc(OC)c1OC (centres undefined)	-2.0	-5	-1
49	NC(=S)Nc1ncc(CCN2CCOCC2)c(-c2ccc(F)cc2)n1	3.7	6	5
50	CNc1nc(Cl)c(SC)c(N2CCOCC2)n1	-3.2	2	41
51	C/C(=N\Nc1nccnc1Cl)c1c(F)c(F)c(F)c(F)c1F	0.7	-5	7
52	CCn1nnc2c(=O)oc3ccccc3c21	-0.3	3	-13
53	O=C(/C=C/c1ccco1)Nc1cccnc1	-0.8	-7	8
54	O=C(CSc1ncnc2scc(-c3ccccc3)c12)NCc1ccc2c(c1)OCO2	0.5	-5	-3
55	CCOC(=O)[C@]12CCCC=C1N(Cc1ccc(Cl)cc1Cl)C(=O)[C@H](CC(=O)NCc1ccc(C)o1)C2	-3.3	-5	-21
56	CCOC(=O)/C(C#N)=C\C1=C(N2CCOCC2)CC(C)(C)OC1	-2.5	16	-3
57	S=c1[nH]nc(-c2ccco2)n1/N=C/c1c(Cl)cccc1Cl	0.5	2	2
58	C[C@@H](c1ccccc1)N1C[C@H](COCc2ccccc2)Oc2cc(N3CC[C@@H](N(C)C)C3)ccc2S1(=O)=O	2.1	0	10
59	Cc1cc(C)n2c(SCC(=O)N(C)C3CCCCC3)nnc2n1	2.7	2	-4
60	CCCCNC(=O)Nc1c(C)cc(SC#N)cc1C	-1.1	-11	4
61	Cn1c(-c2cccc([N+](=O)[O-])c2)cnc1NCc1ccc(C#N)cc1	-1.1	-3	-10
62	O=C(Nc1c2c(nn1-c1ccc(F)cc1)CS(=O)C2)c1ccc(S(=O)(=O)N2CCOCC2)cc1 (centres undefined)	-1.4	-10	10
63	ClCC1NCC(c2ccccc2Cl)c2c1[nH]c1ccccc21 (centres undefined)	-7.1	-8	-13
64	CCOc1ccc(S(=O)(=O)Nc2cccc(C(=O)NCC(C)(C)N3CCOCC3)c2)cc1	-3.7	0	3
65	CCCCn1c(N)c(N(CC(C)C)C(=O)CN2C(=O)NC3(CC(C)CC(C)(C)C3)C2=O)c(=O)[nH]c1=O (centres undefined)	1.7	9	-3
66	CC(C)(C)c1ccc(C(=O)N/C(=C\c2ccco2)C(=O)O)cc1	3.6	-8	1
67	CC(C)C(=O)N1CCN(c2ccc(NC(=O)c3ccc([N+](=O)[O-])o3)cc2)CC1	1.3	4	-16
68	O=C(NCCc1ccccc1)Nc1ccc2c(c1)OCO2	-2.1	-2	-5
69	COc1ccc(CCNC(=O)c2ccc3c(SCC(=O)O)c4c(nc3c2)CCCC4)cc1OC	-2.8	-6	-3
70	Cc1nc(CSc2nnc(C)s2)cs1	-4.7	-1	0
71	C/C(=N/NC(=O)c1ccc2c(c1)OCO2)c1ccc(Br)s1	0.2	12	4
72	CCCCCCCCN1C(=O)[C@H](CC(=O)NCc2cccc(C(F)(F)F)c2)C[C@@]2(C(=O)OC)CC(C)(C)CC=C12	2.1	-11	-6
73	O=C(N[C@H](C(=O)N1CCC[C@H]1C(=O)NC1CCCC1)c1ccccc1)c1ccc(Cl)cc1Cl	-2.5	-7	-24
74	O=C(O)CCC(=O)N1CCN(c2ncccn2)CC1	-0.8	0	13
75	CCC(CNc1cc(OC)cc2cccnc12)NC1CCCCC1 (centres undefined)	-1.8	-2	-12
76	O=C(NCCCn1ccnc1)c1ccc(S(=O)(=O)Nc2ccccc2)cc1	0.3	-4	1
77	O=C(Nc1cccnc1Cl)c1cccc(F)c1	1.4	-8	8
78	CC(C)C[C@@H](CN1CCCC1CN1C(=S)NC[C@@H]1Cc1ccccc1)N1C[C@H](Cc2ccc(O)cc2)N(CCc2ccccc2)C1=S (some centres undefined)	-4.1	-10	3
79	O=C(NCc1nnnn1-c1ccc(F)c(F)c1)c1ccc2ccccc2c1	-0.7	7	-18
80	C=CCN(C(=O)CNC(=O)c1ccco1)C(C(=O)NC1CCCC1)c1cccs1 (centres undefined)	-0.6	10	14

# Some of these compounds in order of number of heavy atoms, largest number first.
no.	canonical_smiles	CFTR F508del cor	FN deposit inh	INS-1E GSIS act
65	CCCCn1c(N)c(N(CC(C)C)C(=O)CN2C(=O)NC3(CC(C)CC(C)(C)C3)C2=O)c(=O)[nH]c1=O (centres undefined)	1.7	9	-3
73	O=C(N[C@H](C(=O)N1CCC[C@H]1C(=O)NC1CCCC1)c1ccccc1)c1ccc(Cl)cc1Cl	-2.5	-7	-24
79	O=C(NCc1nnnn1-c1ccc(F)c(F)c1)c1ccc2ccccc2c1	-0.7	7	-18

# Next part
no.	canonical_smiles	CFTR F508del cor	FN deposit inh	INS-1E GSIS act
81	O=c1cc(CN2CCCCCC2)nc2sccn12	2.0	2	7
82	O=C1c2ccccc2C(c2nnnn2Cc2ccccc2)N1Cc1ccco1 (centres undefined)	3.6	7	-7
83	C[C@@H](NC(=O)OC(C)(C)C)c1nnc(S(=O)(=O)Cc2ccccc2)o1	5.1	8	67
84	O=C1c2ccccc2C(c2nnnn2-c2ccc3c(c2)OCCO3)N1CCCn1ccnc1 (centres undefined)	2.6	-4	33
85	COc1ccc(N=NC2C(=O)N(c3ccccc3)N=C2C)cc1 (centres undefined)	0.5	0	3
86	C[C@@H]1CN([C@H](C)CO)C(=O)c2c(c3ccccc3n2C)-c2ccccc2CO[C@@H]1CN(C)C(=O)CCN(C)C	6.7	3&5	14&0
87	CN(C)S(=O)(=O)c1ccc(N2CCCC2)c(C(=O)N2CCC(C(N)=O)CC2)c1	-3.4	2	13
88	Fc1c(F)c(F)c(N=Cc2ccc3ncccc3c2)c(F)c1F	2.4	-5	-6
89	O=C(C[n+]1ccc(/C=N/O)cc1)N1CCCCC1	-0.5	2	-16
90	CC1(C)C(C=C(Cl)Cl)C1C(=O)Nc1ccc([N+](=O)[O-])cc1 (centres undefined)	-2.7	0	-36
91	O=C(C(=O)N1CCC(CNC(=O)c2cccnc2Cl)CC1)c1cccs1	1.0	4	10
92	O=C1OC(CCl)CN1Cc1ccc([N+](=O)[O-])cc1 (centres undefined)	-3.0	2	0
93	COc1cccc(C#Cc2ccc([C@@H]3[C@@H](C#N)N(C(=O)C4CCCC4)[C@H]3CO)cc2)c1	0.9	-11	-7

# Rewritten with values under each structure: part of the list above
# Order of values: CFTR F508del cor, FN deposit inh, INS-1E GSIS act
(91) O=C(C(=O)N1CCC(CNC(=O)c2cccnc2Cl)CC1)c1cccs1
    1.0, 4, 10
(90) CC1(C)C(C=C(Cl)Cl)C1C(=O)Nc1ccc([N+](=O)[O-])cc1 (centres undefined)
    -2.7, 0, -36
(81) O=c1cc(CN2CCCCCC2)nc2sccn12
    2.0, 2, 7
(84) O=C1c2ccccc2C(c2nnnn2-c2ccc3c(c2)OCCO3)N1CCCn1ccnc1 (centres undefined)
    2.6, -4, 33
